# Screening results from PubChem BioAssay.
# TRPC4 PAM = allosteric potentiators of mouse TRPC4 channel; Q9QUQ5; HEK293 TRPC4beta/mu-opioid, DAMGO EC20, Fluo-4 Ca2+ flux; stronger effect = higher value; B-score at 10 µM; actives 0.42% (n = 310,000);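 active = B-score of calcium response area above 5 SD of library B-scores, with initial fluorescence ratio within 5 SD of library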;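 note: B-score of integrated fluorescence ratio over time as area under calcium response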
# Target sequence (Q9QUQ5 whole entry, looked up): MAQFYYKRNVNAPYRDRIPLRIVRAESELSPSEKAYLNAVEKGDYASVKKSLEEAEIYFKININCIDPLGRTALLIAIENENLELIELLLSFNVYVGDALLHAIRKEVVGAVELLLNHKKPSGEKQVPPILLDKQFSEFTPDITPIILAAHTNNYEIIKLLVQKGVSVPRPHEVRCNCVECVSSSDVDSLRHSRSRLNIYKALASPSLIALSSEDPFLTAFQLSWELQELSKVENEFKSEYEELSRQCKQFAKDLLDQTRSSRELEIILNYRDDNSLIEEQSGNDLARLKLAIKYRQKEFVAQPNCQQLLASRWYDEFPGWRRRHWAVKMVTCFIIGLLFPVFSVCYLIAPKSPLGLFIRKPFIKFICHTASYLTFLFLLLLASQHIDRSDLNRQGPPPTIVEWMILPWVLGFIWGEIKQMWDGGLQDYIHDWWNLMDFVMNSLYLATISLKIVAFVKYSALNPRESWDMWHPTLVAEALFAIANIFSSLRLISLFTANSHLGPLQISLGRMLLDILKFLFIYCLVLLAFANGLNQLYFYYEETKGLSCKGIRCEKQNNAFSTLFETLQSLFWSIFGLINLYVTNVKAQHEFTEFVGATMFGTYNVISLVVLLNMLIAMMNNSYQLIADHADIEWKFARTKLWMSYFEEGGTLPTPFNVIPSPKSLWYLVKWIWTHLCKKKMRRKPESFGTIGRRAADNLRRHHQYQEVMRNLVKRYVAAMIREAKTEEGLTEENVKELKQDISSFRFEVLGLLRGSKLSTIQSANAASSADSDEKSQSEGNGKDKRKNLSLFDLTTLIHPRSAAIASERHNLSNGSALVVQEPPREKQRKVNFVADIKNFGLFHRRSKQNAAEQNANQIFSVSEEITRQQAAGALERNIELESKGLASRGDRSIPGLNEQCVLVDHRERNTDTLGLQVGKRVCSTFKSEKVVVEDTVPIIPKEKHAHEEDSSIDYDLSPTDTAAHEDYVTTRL
# MrgX1 antagonist = human MrgX1 receptor antagonism, primary screen. B-score at 10 µM. MRGX1-HEK293 calcium flux, Fluo-4, BAM8-22 antagonism; stronger effect = lower value. actives 1.3% (n = 310,000);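 active = calcium-response B-score plate-corrected more than 3 library SD below zero, starting fluorescence within 5 deviations, no agonist response on first addition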;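 note: peak minus trough fluorescence over baseline after final BAM8-22 challenge near maximal dose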
# TRPC6 activator = activates the mouse TRPC6 cation channel; B-score at 10 µM; actives 0.13% (n = 310,000); AID 2550; HEK293-TRPC6 membrane potential dye fluorescence; stronger effect = higher value;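 active = B-score of the integrated fluorescence ratio above library mean plus 3 SD, and starting fluorescence ratio within library mean plus 5 SD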;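 note: higher score means more depolarization so channel activation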
# KLF5 inh = suppresses KLF5 promoter-driven expression | DLD-1 KLF5 promoter-luciferase reporter, luminescence | inhibition, % at 5 µM | actives 0.23% (n = 290,000);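 active = inhibition above a per-plate limit of that plate's mean compound inhibition plus 3 SD, cut at about 60% in these data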;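 note: 0% = DMSO wells and 100% = LY294002 at 200 µM; higher means less KLF5 promoter-driven luciferase light; inactives centre near -14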
# TRPC4 agonist = TRPC4 (mouse) channel activation. Q9QUQ5. HEK293 TRPC4beta/mu-opioid, Fluo4 calcium fluorescence; stronger effect = higher value. B-score at 10 µM. actives 0.49% (n = 310,000). AID 2237;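 active = B-score above 5 SD of library B-scores, and initial fluorescence ratio not above library mean plus 5 SD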;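 note: positive B-score marks a calcium rise read as TRPC4 activation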
#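 Assay system – TRPC4beta and mu-opioid receptor HEK293 stable cells · Measured by – Fluo4 fluorescence, kinetic · Schedule – dye loading 45 min room temperature, 110 s kinetic read · Read-out – B-scored integrated calcium fluorescence ratio · Controls – buffer and maximal DAMGO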
# IEC-6 tox = IEC-6 cytotoxicity, counter-screen for KLF5 inhibitors; AID 1825; actives 0.78% (n = 290,000); luminescence viability; inhibition, % at 5 µM; in the data active = inhibition above about 22%;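 note: 0% = plate median of test compound wells and 100% = cytotoxic reference compound wells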
# SKKanGAS inh = blocks kanamycin growth of S. pyogenes SKKanGAS strain; BacTiter-Glo, 6 h; inhibition, % at 7.5 µM; actives 1.3% (n = 300,000);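 active = mean replicate score, as percent of positive control median, at least 50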;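 note: strain carries kanamycin resistance gene driven by streptokinase promoter and grows in 40 µg/ml kanamycin; loss of luminescence reflects streptokinase promoter inhibition or plain growth inhibition; 0% = median of DMSO wells and 100% = positive control at its reference dose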
# HIF act = HIF pathway transcriptional activation | U2OS HRE-luciferase reporter, luminescence; normalized: DMSO 0%, desferrioxamine 100% | activation, % at 7.5 µM (by protocol) | actives 0.32% (n = 300,000) | AID 1910;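 active = mean activation of at least 10% of the iron chelator positive control signal, with at least half of replicates also reaching 10%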
# TRPC4 inh = blocks the mouse TRPC4 cation channel; Q9QUQ5; HEK293 TRPC4beta/mu-opioid, DAMGO-evoked Fluo4 calcium flux; stronger effect = lower value; B-score at 10 µM; actives 0.39% (n = 300,000);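 active = B-score over 3 SD under the library average, no early fluorescence shift, positive overall ratio signal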
#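 Assay system: HEK293 cells with stable TRPC4beta plus mu-opioid receptor expression. Dosing: single dose. Measured by: Fluo4 Ca2+ flux fluorescence. Also added: DAMGO in two steps, submaximal then maximal. Read-out: B score from integrated Fluo4 fluorescence ratio.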
# aSyn 5UTR inh = MLPCN primary screen, SNCA 5' untranslated region; alpha-synuclein 5'UTR reporter, inhibitor activity; AID 1813; actives 0.82% (n = 300,000); inhibition, % (tested at 7.5 µM); in the data active = inhibition above about 60%;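 note: H4 neuroglioblastoma cells stably carrying SNCA 5'UTR luciferase fusion; 0% = DMSO wells and 100% = positive control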
# TRPC6 inhibitor = blocks the mouse TRPC6 cation channel | HEK293-TRPC6, membrane potential dye, ACh-evoked depolarization; stronger effect = lower value | actives 1.1% (n = 310,000) | AID 2553 | B-score at 10 µM;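 active = B-score under library mean minus 3 SD, initial fluorescence not abnormally high, positive integrated signal ratio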;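 note: B-score derived from integrated fluorescence ratio over the kinetic read; more negative B-score means stronger inhibition of depolarization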
# Numbers without * were called inactive; i = inactive; / = not tested or not shown.
# The line under a structure holds: TRPC4 PAM	MrgX1 antagonist	TRPC6 activator	KLF5 inh	TRPC4 agonist	IEC-6 tox	SKKanGAS inh	HIF act	TRPC4 inh	aSyn 5UTR inh	TRPC6 inhibitor
O=C(NCC(=O)N(c1ccccc1)C(C(=O)NC1CCCC1)c1cccnc1)c1ccco1 (stereo unspecified)
    i	i	i	-20	i	1	-5	-24	i	-23	i
O=C(Nc1nc(-c2ccccn2)cs1)c1ccccc1-n1cnnn1
    i	i	i	71*	i	90*	12	52*	i	98*	i
Cc1ccc(N(Cc2ccccc2F)S(C)(=O)=O)c(C)c1
    i	i	i	3	i	2	-5	-1.0	i	-5	i
Cc1cnc(C(=O)OC(C)C(=O)Nc2ccc3c(c2)OCCO3)cn1 (stereo unspecified)
    i	i	i	-28	i	-2	22	0.0	i	7	i
CC(C)C(NC(=O)CN(c1cccc(F)c1)S(C)(=O)=O)C(C)C
    i	i	i	-71	i	1	6	-0.3	i	-2	i
Cc1nc(C)c(-c2ccn(C(=O)NC(C)C)n2)s1
    i	i	i	7	i	0	4	0.1	i	17	i
COC(=O)CCC(=O)NC(=S)Nc1ccccc1F
    i	i	i	-7	i	2	-4	0.0	i	6	i
CCOC(=O)c1ccc(N/C=C/C(=O)c2ccccc2)cc1
    i	i	i	-37	i	4	-1	2.0	i	-188	i
COc1cc(NC(=S)Nc2cccnc2)cc(OC)c1OC
    i	i	i	1	i	5	-2	-0.3	i	8	i
CC(=O)NS(=O)(=O)c1ccc(NC(=O)C2c3ccccc3Oc3ccccc32)cc1
    i	i	i	-39	i	0	20	0.1	i	12	i
COc1ccc2c(c1OC)C(=O)N(C(C)C(=O)O)C2=O (stereo unspecified)
    i	i	i	-10	i	3	-6	0.0	i	-13	i
NS(=O)(=O)c1ccc(CCNC(=O)CCc2nc3sc4c(c3c(=O)[nH]2)CCCC4)cc1
    i	i	i	/	i	/	11	-0.2	i	10	i
Cc1c(-c2nc(-c3ccc(C(C)(C)C)cc3)no2)n(C)oc1=O
    i	i	i	-131	i	-11	-10	-2.8	i	11	i
Cc1ccc(NC(=O)c2cccc(S(=O)(=O)N3CCc4ccccc4C3)c2)nc1
    i	i	i	/	i	/	1	-0.2	i	1	i
COc1ccc(C(=O)Nc2cc(C)on2)c(OC)c1
    i	i	i	-187	i	0	-4	2.7	i	-141	i
CCCCCCN=C(C)C1=C(O)C(C(=O)OC)C(C)(C)CC1=O (stereo unspecified)
    i	i	i	-8	i	-1	2	-0.3	i	32	i
COC(=O)CSc1nnc(CNC(=O)c2ccccc2F)n1-c1ccccc1
    i	i	i	0	i	1	5	0.1	i	9	i
CCc1nccn1C(=O)c1cnn2c(C(F)F)cc(-c3ccc(C)cc3)nc12
    i	i	i	-33	i	2	4	0.3	i	-11	i
Cc1cc(C)nc(NC(=O)CCN2C(=O)c3ccccc3S2(=O)=O)n1
    i	i	i	/	i	/	-9	0.0	i	7	i
O=C(Nc1cccc(S(=O)(=O)NC2=NCCC2)c1)C1CCC1
    i	i	i	14	i	3	-1	-0.1	i	12	i
O=C(O)CCCNC1=NCCC1
    i	i	i	-39	i	1	4	0.1	i	6	i
Cc1ccc(SCc2c(C(=O)N/N=C/c3ccccc3)nnn2-c2nonc2N)cc1
    i	i	i	-1	i	2	4	0.2	i	-10	i
Cc1ccc(Cl)c(OCC(=O)NCC(c2cccs2)N2CCOCC2)c1 (stereo unspecified)
    i	i	i	/	i	/	14	0.2	i	-9	i
COc1ccc(CNC(=O)C/C(C)=N/NC(=O)Cc2ccc(OC)cc2)cc1
    i	i	i	1	i	-10	-7	-0.3	i	8	i
COc1ccccc1-n1c(SCC(N)=O)nnc1-c1ccccc1
    i	i	i	-11	i	0	-3	1.5	i	8	i
CCc1nnc(NC(=O)c2cccc(S(=O)(=O)N3CC(c4ccccc4)CC3=O)c2)s1 (stereo unspecified)
    i	i	i	-19	i	2	16	0.0	i	6	i
Cc1ccccc1C(=O)NC1CCN(CC(=O)NC2CCCCC2)CC1
    i	i	i	-21	i	-1	0	-0.4	i	15	i
CC(=O)Nc1ccc(N2C(=O)C3C4C=CC(CC4)C3C2=O)cc1 (stereo unspecified)
    i	i	i	-26	i	1	-2	0.6	i	-17	i
CC(=O)c1c(C)nn(CC(=O)NC2CCCN(Cc3ccc(CC(C)C)cc3)C2)c1C (stereo unspecified)
    i	i	i	-16	111*	-4	8	-0.6	i	6	i
COc1ccc(OCC(O)CNC(=O)Nc2cc(F)ccc2C)cc1 (stereo unspecified)
    i	i	i	-30	i	-9	0	-0.2	i	-12	i
Cc1ccc(CNC(=O)C(NS(=O)(=O)c2cccs2)C(C)C)cc1 (stereo unspecified)
    i	i	i	-19	i	-8	3	-0.4	i	6	i
Cc1ccc(CN2CCN(CC(=O)N3CCC(C(N)=O)CC3)C2=O)cc1
    i	i	i	11	i	-8	-3	-0.2	i	3	i
CCNc1ccc(C(=O)OCC)cc1NC(=O)c1cccc(N(C)C)c1
    i	i	i	57	i	64*	-9	1.9	i	35	i
COc1ccc(Cl)cc1NC(=O)CN(C)C(=O)c1ccc2c(c1)OCCO2
    i	i	i	/	i	/	32	0.0	i	14	i
CC(C)[C@H](NC(=O)[C@@H]1Cc2ccccc2CN1C(=O)OC(C)(C)C)C(=O)NC1CCCC1
    i	i	i	10	i	-3	-10	-0.3	i	4	i
COc1ccc(C)c2sc(NC(=O)c3cccc(N4C(=O)CCC4=O)c3)nc12
    i	i	i	-23	i	-2	15	-0.1	i	-6	i
O=C(c1cccc2c1C(=O)N(Cc1cccnc1)C2)N1CCN(c2ccccc2)CC1
    i	i	i	-1	i	0	-3	-0.2	i	-2	i
O=C(/C=C/Nc1ccc(F)c(Cl)c1)c1ccccc1
    i	i	i	-120	i	5	2	4.5	i	-211	i
COc1ccc(N2Cc3ccccc3C2)cc1Cl
    i	i	i	-12	i	-2	4	2.2	i	-51	i
Cc1ccc(OCC(=O)Nc2ccccc2Sc2ccc(Cl)cc2)c([N+](=O)[O-])n1
    i	i	i	-3	i	2	-3	0.0	i	4	i
O=C(c1cnn2c(C(F)(F)F)cc(-c3ccc4c(c3)OCO4)nc12)N1CCCCC1
    i	i	i	-30	i	-1	3	0.6	i	2	i
CCOc1ccc2c(c1)/C(=N/N1C(=O)c3ccccc3C1=O)C(=O)N2
    i	i	i	-33	i	-3	0	0.3	i	18	i
CN(c1ccccc1)S(=O)(=O)c1ccc(C(=O)Nc2nccs2)cc1
    i	i	i	6	i	-4	-4	0.2	i	-18	i
COc1ccc(CC(NC(=O)c2ccccc2)C(=O)NCC(=O)O)cc1 (stereo unspecified)
    i	i	i	-30	i	-5	-5	0.0	i	14	i
O=C(O)CN1C(=O)/C(=C\c2cc(Br)ccc2OCc2ccccc2Cl)SC1=S
    i	i	i	-25	i	6	95*	-0.4	i	-14	i
COc1ccc(CN2C[C@H](C)[C@@H](CC(=O)NCc3ccccc3)C2=O)cc1
    i	i	i	0	i	3	-7	-0.7	i	10	i
COc1ccc(C)cc1NC(=O)CCCN1C(=S)NC(C)(C)CC1C (stereo unspecified)
    i	i	i	-32	i	0	-3	0.0	i	5	i
Nn1c(SCc2ccc(F)cc2)nnc1-c1cccnc1
    i	i	i	0	i	-4	-6	0.4	i	-36	i
O=C(NCCc1ccccc1)C1CCN(C2CCN(Cc3ccc(CO)o3)CC2)CC1
    i	i	i	-30	i	-4	1	-0.1	i	-4	i
COc1ccc(C(=O)CC(=O)C(=O)Nc2ccc(Cl)cc2)cc1
    i	i	i	-17	i	-9	-3	-6.5	i	-38	i
Cc1[nH]n(-c2ccccc2)c(=O)c1/C=N/c1ccccn1
    i	i	i	-30	i	0	-4	-0.2	i	1	i
CCN(CC)S(=O)(=O)c1ccc(N2CCOCC2)c(NC(=O)CC2OC(=O)c3ccccc32)c1 (stereo unspecified)
    i	i	i	/	i	/	-2	2.0	i	-2	i
O=C(NCC1CCCN(Cc2ccc3nonc3c2)C1)c1ccc(F)cc1 (stereo unspecified)
    i	i	i	-15	i	-6	13	0.2	i	23	i
COc1cc(C(C)=O)ccc1OCC(=O)c1cc(C)n(C2CC2)c1C
    i	i	i	-23	i	3	-10	1.5	i	10	i
CCC(C)NC(=O)C1CCN(S(=O)(=O)c2cccc3cccnc23)CC1 (stereo unspecified)
    i	i	i	-5	i	6	-2	/	i	-10	i
Cc1ccccc1Cn1ccc(NC(=O)c2cnn3c2NC(c2ccccc2)CC3C(F)(F)F)n1 (stereo unspecified)
    i	i	i	-21	i	3	26	0.0	i	-2	i
O=[N+]([O-])c1ccc(C2CCCC/C2=N\OCc2cccc(F)c2)c([N+](=O)[O-])c1 (stereo unspecified)
    i	i	i	-24	i	-2	5	-0.5	i	25	i
CSc1nccc(N2CCN(c3ccc(F)cc3)CC2)n1
    i	i	i	-59	i	-7	2	0.3	i	-22	i
Cc1ccc(C(=O)CC2(O)C(=O)N(Cc3ccccc3Cl)c3ccccc32)o1 (stereo unspecified)
    i	i	i	-19	i	0	6	-0.4	i	30	i
Cc1ccnc(NC(=O)CCC(=O)N(CC(=O)NCc2ccccc2)Cc2ccc(F)cc2)c1
    i	i	i	4	i	2	-4	-0.2	i	-16	i

# (next part)
# The line under a structure holds: TRPC4 PAM	MrgX1 antagonist	TRPC6 activator	KLF5 inh	TRPC4 agonist	IEC-6 tox	SKKanGAS inh	HIF act	TRPC4 inh	aSyn 5UTR inh	TRPC6 inhibitor
CS(=O)(=O)N(CC(=O)Nc1cccc([N+](=O)[O-])c1)c1ccccc1
    i	i	i	-20	i	-5	-9	-0.5	i	-3	i
CN(Cc1nccs1)C(=O)CC1C(=O)NCCN1Cc1ccc(-c2ccccc2)cc1 (stereo unspecified)
    i	i	i	5	i	2	-4	-0.1	i	8	i
O=C(COc1ccccc1F)NNC(=O)c1cccc(-n2cccc2)c1
    i	-5*	i	-25	i	7	6	-0.3	i	-7	i
O=C(CSc1nnc(-c2c[nH]c3ccccc23)o1)N(Cc1ccccc1)c1ccc(F)cc1
    i	i	i	19	i	6	23	0.1	i	4	i
CCOC(=O)c1ccccc1NC(=O)COC(=O)CN1C(=O)NC2(CCCC2)C1=O
    i	i	i	-8	i	-4	38	-0.3	i	13	i
